Screening results (PubChem)
procasp3 activ – procaspase-3 (human) activation. P42574. recombinant procaspase-3 D3A, Ac-DEVD-pNA absorbance 405 nm. activation, % at 8.5 µM. 330,000 tested, 0.11% active. AID 463141;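 active = activation above the mean of all tested compounds plus 3 SD, cut at about 21% in these data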;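 also: 0% = DMSO alone and 100% = DMSO wells spiked with extra 5 µM PC-3 D3A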
Target sequence (P42574 whole entry D9A/D28A/D175A): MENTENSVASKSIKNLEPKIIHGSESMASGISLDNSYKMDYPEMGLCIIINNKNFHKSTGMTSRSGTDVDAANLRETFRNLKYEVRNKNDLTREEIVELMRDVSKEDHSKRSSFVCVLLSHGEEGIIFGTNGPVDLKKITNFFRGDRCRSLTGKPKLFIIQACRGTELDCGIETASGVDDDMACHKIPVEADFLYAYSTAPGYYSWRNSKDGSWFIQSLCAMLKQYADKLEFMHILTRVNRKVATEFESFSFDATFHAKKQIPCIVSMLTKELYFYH
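material = Procaspase-3 D3A mutant | probe or stimulus = Ac-DEVD-pNA | compound = single dose, 8.5 µM nominal compound, 0.8% DMSO | timing = 1 h preincubation, 2 h reaction | measured by = 405 nm absorbance of p-nitroaniline, reads at 0 and 120 min | benchmarks = DMSO-only low control, 5 µM PC-3 D3A high control | repeats = singlicate, each compound tested once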
AHR act – human AHR activation; P35869; 320,000 tested, 2.5% active; AHR-responsive luciferase reporter cells, luminescence; activation, % at 5 µM; in the data active = activation above about 47%;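 also: 0% = vehicle wells and 100% = reference agonist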
CTSL1 counter – counter-screen for PFM18AAP inhibitors: inhibitors of F. hepatica cathepsin L1; recombinant F. hepatica cathepsin L1, Z-Leu-Arg-MCA fluorescence; inhibition, % at 5.96 µM; 300,000 tested, 0.49% active;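 active = inhibition above the mean of all tested compounds plus 3 SD, set per screening campaign, cut at about 17% in these data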;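 also: 0% = plate median of test compound wells and 100% = 1 µM Z-Phe-Ala-diazomethylketone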
PP5 inh – PP5 (human) phosphatase inhibition | P53041 | 320,000 tested, 0.18% active | purified PP5c, OMFP substrate fluorescence | inhibition, % at 6.7 µM;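 active = inhibition above the campaign's mean inhibition across all tested compounds plus 3 SD, cut at about 9.5% in these data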;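 also: 0% = DMSO only and 100% = 100 µM cantharidin control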
Target sequence (P53041 whole entry, looked up): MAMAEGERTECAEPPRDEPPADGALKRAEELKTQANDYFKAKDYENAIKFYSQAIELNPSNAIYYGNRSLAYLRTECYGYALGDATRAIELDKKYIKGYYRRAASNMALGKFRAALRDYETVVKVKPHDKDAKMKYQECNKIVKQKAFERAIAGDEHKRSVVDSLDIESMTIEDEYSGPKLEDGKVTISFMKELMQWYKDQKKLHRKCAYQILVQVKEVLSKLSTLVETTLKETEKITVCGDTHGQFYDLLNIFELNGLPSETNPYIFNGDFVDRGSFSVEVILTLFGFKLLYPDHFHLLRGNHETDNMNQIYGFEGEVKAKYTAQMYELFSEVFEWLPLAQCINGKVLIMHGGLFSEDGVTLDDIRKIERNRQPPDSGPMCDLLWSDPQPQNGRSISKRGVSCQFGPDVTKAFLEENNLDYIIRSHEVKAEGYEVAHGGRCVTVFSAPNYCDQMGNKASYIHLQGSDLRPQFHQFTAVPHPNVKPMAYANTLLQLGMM
PAFAH2 FP inh – PAFAH2 (human) inhibition; Q99487; recombinant PAFAH2, FP-rhodamine activity probe, fluorescence polarization; inhibition, % at 3.39 µM; 340,000 tested, 0.99% active; AID 492956;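 active = inhibition above the mean over all tested compounds plus 3 SD, cut at about 30% in these data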;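 also: inhibitors block probe labeling of enzyme so polarization drops; 0% = enzyme with DMSO and 100% = wells lacking PAFAH2 protein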
HCV core dimer – blocks dimerization of HCV core protein. TR-FRET GST/Flag-core106 dimerization, 1536-well. inhibition, % at 5 µM. 300,000 tested, 0.33% active;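 active = inhibition above the mean of all tested compounds plus 3 SD, set per screening campaign, cut at about 45% in these data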
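Assay system – GST-tagged and Flag-tagged HCV core protein residues 1-106 · Quantity – core106 proteins, GST 13.5 nM and Flag 17 nM · Benchmarks – unlabelled core106 and no-GST-core106 wells · Read-out basis – percent inhibition of core106 dimerization signal · Detection – time-resolved FRET, ex 340 nm, em 617 and 671 nm · Schedule – 4 h at 22.5 °C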
TPT1 inhibitor – C. albicans TPT1 enzyme inhibition. recombinant caTPT1, FP RNA substrate dephosphorylation. 300,000 tested, 0.81% active. inhibition, % at 5 µM;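 active = inhibition above the mean of all tested compounds plus 3 SD, set per screening campaign, cut at about 24% in these data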;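 also: plate controls were DMSO alone for no effect and ferristatin control at 100 nM for full effect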
PP1 counter – blocks human PP1-alpha phosphatase, a PP5 counter-screen. P62136. purified PP1alpha, OMFP fluorescence. inhibition, % at 6.7 µM. 320,000 tested, 0.9% active;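 active = inhibition above the mean inhibition of all tested compounds plus 3 SD, computed separately for each screening campaign, cut at about 15% in these data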
proCasp7 act – counter-screen for procaspase-3 activators: activators of human procaspase-7; P55210; recombinant procaspase-7, Ac-DEVD-pNA absorbance 405 nm; D23A/D198A/D206A triple mutant, cannot self-cleave; scale: DMSO 0, 5 µM enzyme 100; activation, % at 8.5 µM; 330,000 tested, 0.093% active; AID 463210;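 active = percent activation above the screen-wide mean plus 3 SD, cut at about 25% in these data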
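Assay system: Uncleavable procaspase-7 mutant enzyme / Input: 2 µM procaspase-7 mutant as dispensed / Dosing: single nominal 8.5 µM compound dose, 0.8% DMSO final / Timing: 1 h enzyme–compound preincubation and 2 h substrate reaction, both 25 °C / Detection: p-Nitroaniline absorbance at 405 nm, read at 0 and 120 min / Replication: singlicate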
* = called active by the depositor; nt = no result given.

Molecule,PP5 inh,CTSL1 counter,AHR act,HCV core dimer,PP1 counter,TPT1 inhibitor,PAFAH2 FP inh,proCasp7 act,procasp3 activ
CCCS(=O)(=O)N1CCCC(C(=O)NCCCOCC)C1 (configuration not stated),-0.7,-2,-1,-2,-2,0,4,8,1
CC(=O)c1cccc(NC(=O)CSc2nc(N3CCOCC3)nc(N3CCOCC3)n2)c1,2.2,2,2,4,0,-1,-11,-1,3
COCC(=O)Nc1nnc(C2CCCCC2)s1,3.2,0,-1,-13,1,-4,20,-2,2
Cc1sc(N/N=C/c2cccnc2)nc1-c1ccccc1,3.6,-1,1,-10,4,0,1,-12,-11
Cc1oc(-c2cccs2)nc1CS(=O)CC(=O)NC1CCCCCC1 (configuration not stated),1.3,-4,13,27,7,3,0,-3,-10
Cc1ccc(O)c(-c2cc(C(=O)Nc3cccnc3)[nH]n2)c1,-0.8,-3,60*,0,5,-1,-3,8,7
Cc1cccc(-n2cnc3sc(C)c(C)c3c2=O)c1,-1.4,4,0,1,-1,-1,-2,1,-8
COc1ccc(-c2nc(CS(=O)CC(=O)NC3CCCc4ccccc43)c(C)o2)cc1OC (configuration not stated),0.0,-3,9,3,2,5,0,-4,-2
CCN1CCCC1CNC(=O)c1cc(COc2ccc(C)c(C)c2)on1 (configuration not stated),0.9,0,2,-2,2,3,-7,4,5
Cc1cc(C)c(C(=O)OCC(=O)NCc2cccs2)c(C)c1,0.3,5,6,-2,-3,3,-3,-5,-4
C(=N\N1CCN(Cc2cccc3ccccc23)CC1)/c1ccco1,3.2,0,5,0,0,0,4,4,-11
COc1ccc(-c2cc(C(=O)NCCCn3ccnc3)c3ccccc3n2)c(OC)c1,1.8,0,8,6,1,-2,-11,6,3
O=C(Cn1ncc2c([nH]c3ccccc32)c1=O)N1CCN(c2ccc(F)cc2)CC1,2.6,2,3,-15,4,-5,1,-3,4
N#Cc1cccc(NC(=O)CC2CCCCC2)c1,1.6,-2,5,0,3,-1,-3,-4,1
C=CCSc1ncc(CO)n1Cc1ccccc1,-1.1,-2,4,-7,-2,-2,-1,2,11
CCOC(=O)c1c(NC(=O)C2C3C=CC(C3)C2C(=O)O)sc2c1CCC(CC)C2 (configuration not stated),1.6,5,-3,10,4,4,1,1,-3
Cc1ccc(/C=C/C(=O)c2c(C)nc3ccccn23)cc1,1.2,1,4,3,3,-3,-5,-5,-5
CCC(=O)c1ccccc1OCCSc1nc(C)cc(=O)[nH]1,9.1,-14,0,8,11,-3,4,0,-1
Cc1ccc(NC(=O)COC(=O)C2CSC3(C)CCC(=O)N23)cc1S(=O)(=O)N1CCOCC1 (configuration not stated),-1.3,-8,2,1,-3,1,-7,-2,5
CCOC(=O)N1CCN(C(=O)C2CCN(S(=O)(=O)c3cc(Cl)ccc3Cl)CC2)CC1,0.0,-1,0,2,-1,-1,0,2,4
COc1ccc(-c2[nH]ncc2CN2CCCC2c2nonc2C)c(F)c1 (configuration not stated),1.1,0,4,4,-1,-1,-3,-2,-3
CCC(=O)OC1CSc2nc3ccccc3n2C1 (configuration not stated),0.1,-3,4,-1,0,-3,-1,7,12
COc1ccc(NC(=O)c2ccc(-c3nn(C)c(=O)c4ccccc34)cc2)cc1,0.3,-1,-4,-3,2,-7,35*,3,1
C/C=C\C(=O)Nc1cccc(C2=NOC3(C2)C[C@@H](C(N)=O)N(C(=O)C2(C)CC2)C3)c1 (some centres not stated),-1.9,0,2,-17,1,0,-7,-2,0
CC(Sc1nnnn1C1CCCC1)C(=O)Nc1cccc(S(=O)(=O)N2CCOCC2)c1 (configuration not stated),-1.5,nt,1,nt,0,nt,-2,3,4
CCCCn1c(N)c(N(CC)C(=O)c2ccc(Cl)c([N+](=O)[O-])c2)c(=O)[nH]c1=O,-1.3,-7,4,-10,10,-1,10,-6,-6
Cc1ccc(-c2nnn(CC(=O)Nc3cccc4c3CCCC4)n2)o1,-1.8,-1,4,7,6,2,-6,3,9
COc1ccc(NC(=O)CCCNC(=O)Cn2cnc3sc(C)c(C)c3c2=O)cc1OC,1.4,2,6,-13,3,-5,-11,1,-1
Cc1ccc(S(=O)(=O)N2CCCOC2CNC(=O)C(=O)NCCC2=CCCCC2)cc1 (configuration not stated),3.1,0,5,1,-1,0,5,8,2
Cc1cc(=O)n2nc(N3CCC(C(=O)NCc4ccc(F)cc4)CC3)sc2n1,3.3,-3,-2,3,1,-2,10,7,5

Next part
Molecule,PP5 inh,CTSL1 counter,AHR act,HCV core dimer,PP1 counter,TPT1 inhibitor,PAFAH2 FP inh,proCasp7 act,procasp3 activ
CN(/C(=N/S(=O)(=O)c1cccs1)c1ccccc1)c1ccccc1,2.1,-8,-5,7,-9,2,2,-1,5
S=c1[nH]nc(-c2cc(-c3ccccc3)n[nH]2)n1/N=C/c1ccccc1,-1.7,1,11,6,-1,1,5,-7,-3
COc1cc(OC)cc(C(=O)NCC(=O)OC2CCCCC2=O)c1 (configuration not stated),1.3,nt,-1,nt,-1,nt,-4,-18,2
CCOc1ccc(N(C(C)C(=O)Nc2ccc(OC)cc2)S(C)(=O)=O)cc1 (configuration not stated),0.7,6,2,6,-4,1,1,5,2
O=C(COC(=O)c1ccc([N+](=O)[O-])s1)NNC(=O)c1ccccc1,nt,nt,1,nt,nt,nt,36*,-7,-2
Cc1ccc(OCC(=O)NN2C(=O)c3ccccc3C2=O)c(C)c1,1.1,-23,0,-3,-2,-1,-1,19,6
c1ccc(Cc2nnc3n2CCCCC3)cc1,-1.6,4,1,-2,2,-7,-5,-2,1
CCOC(=O)c1c(NC(=O)COC)sc2c1CCCC2,3.9,3,4,-1,-1,0,2,1,-4
Cc1ccnc(SCC(=O)Nc2c(C)n(C)n(-c3ccccc3)c2=O)n1,-3.1,0,0,-2,0,-7,-1,6,-2
CCOc1ccc(C(=O)OCC(=O)c2c(N)n(C)c(=O)n(C)c2=O)cc1OCC,1.8,-2,-1,3,-4,2,-2,2,1
Cc1cc(/N=C/N(C)C)on1,1.9,0,1,-4,0,-2,4,9,0
O=C1NC2(Nc3ccccc31)C(=O)Nc1ccc(Br)cc12 (configuration not stated),0.3,-4,33,6,-2,3,3,-2,-6
O=C(Cn1cccc1)Nc1ccc(OC(F)(F)F)cc1,-1.6,3,-1,3,1,1,-6,10,3
O=C(COC(=O)/C=C/c1cccc(Br)c1)NCCC1=CCCCC1,0.0,-2,4,3,3,-1,7,7,6
Cc1ccc(NC(=O)CN(C)C(=O)C(Sc2ccccc2)c2ccccc2)cc1 (configuration not stated),2.4,nt,1,nt,3,nt,0,12,11
CS(=O)(=O)C1=NN2C(=N)/C(=C\c3ccc(OCCOc4ccccc4)cc3)C(=O)N=C2S1,3.8,2,2,19,12,2,-8,-5,4
O=C1NC(=O)/C(=C\c2ccccc2Oc2ccc(F)c(F)c2)S1,0.8,6,1,18,4,-2,-4,4,-6
C/C(=N\NC(=O)CNc1ccccc1)c1ccccc1,2.8,-1,8,0,-1,4,6,5,4
CC(NCc1ccccc1OC1CCCC1)c1ccccc1 (configuration not stated),2.8,1,0,-2,-3,-3,-6,-6,4
O=C(CSc1nnc(-c2ccncc2)n1CCc1ccccc1)NCc1ccccc1,0.8,0,1,-1,1,3,4,9,5
CC(C(=O)N1c2ccccc2Sc2ccccc21)n1nnc(-c2cccs2)n1 (configuration not stated),2.2,1,1,8,2,0,8,6,-3
CC(=O)N1CCc2cc(S(=O)(=O)CCC(=O)N3CCc4ccccc4C3)ccc21,3.9,-1,-1,2,-1,-6,-2,-2,1
CCCCC(=O)Nc1nn(CC(C)C)c2nc3ccccc3cc12,1.0,0,39,-22,1,4,-4,0,1
Clc1nc2sccn2c1/C=N/n1cnc2ccccc21,1.4,-3,37,7,-4,0,7,3,2
O=C(CN1CCN(C/C=C/c2ccccc2)CC1)Nc1cc([N+](=O)[O-])ccc1Cl,1.9,7,-1,7,-2,2,-9,-7,0
COc1ccc(CNC(=O)CSc2nnc3c(n2)[nH]c2ccccc23)cc1,3.6,-1,2,-3,-3,2,-4,0,-3
O=S(=O)(NC1CCCC1)c1cccc(-c2nnc(-c3ccccc3)o2)c1,-1.3,1,-6,2,2,0,16,2,0
CC(NC(=O)c1ccccc1C(=O)O)c1ccc(-n2ccnc2)cc1 (configuration not stated),-3.0,-2,7,2,-1,1,-5,2,-1

Some of these compounds in order of molar mass, highest first:
Molecule,PP5 inh,CTSL1 counter,AHR act,HCV core dimer,PP1 counter,TPT1 inhibitor,PAFAH2 FP inh,proCasp7 act,procasp3 activ
CCOC(=O)c1c(NC(=O)COC)sc2c1CCCC2,3.9,3,4,-1,-1,0,2,1,-4
Cc1cccc(-n2cnc3sc(C)c(C)c3c2=O)c1,-1.4,4,0,1,-1,-1,-2,1,-8
Cc1cc(/N=C/N(C)C)on1,1.9,0,1,-4,0,-2,4,9,0
